APEX1 inh = blocks human APE1 abasic DNA cleavage; Potency, µM (titrated, usually from 65.8 µM), for inactives: at the highest dose activity change, negative = inhibition, hits mostly inhibitors; P27695; recombinant APE1, TAMRA/BHQ-2 abasic DNA cleavage fluorescence; 350,000 compounds, 0.35% hits;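 note: potency is the fitted concentration of half-maximal effect; plate controls were vehicle for no effect and reference inhibitor for full effect; nearly all actives have a fitted effect of over 55% in size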
Target sequence (P27695 whole entry, looked up): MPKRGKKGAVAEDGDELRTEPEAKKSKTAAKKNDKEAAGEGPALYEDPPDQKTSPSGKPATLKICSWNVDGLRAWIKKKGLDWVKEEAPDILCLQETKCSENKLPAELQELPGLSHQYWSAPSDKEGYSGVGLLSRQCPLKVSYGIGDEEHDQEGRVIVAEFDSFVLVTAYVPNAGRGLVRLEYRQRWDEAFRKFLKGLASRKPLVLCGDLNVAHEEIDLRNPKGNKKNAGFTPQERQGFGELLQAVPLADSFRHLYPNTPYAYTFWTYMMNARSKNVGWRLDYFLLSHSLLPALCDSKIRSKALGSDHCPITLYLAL
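Substrate: short duplex with […] THF abasic site, 5'-TAMRA and 3'-BHQ-2, 50 nM final. APE1 at 0.75 nM, preincubated 15 min RT with compound. Fluorescence increase from first to third read measured activity.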
Anesthetic bind = binds horse apoferritin like a general anesthetic. P02791. Potency, µM (titrated, usually from 77.5 µM), inactives show at the highest dose activity change, negative = displacement, actives largely listed as inhibitors. 350,000 compounds, 0.074% hits. AID 485281. apoferritin/1-aminoanthracene competitive binding, fluorescence; note: potency is the fitted concentration of half-maximal effect; % is set by controls: 0 for no effect and ±100 for the full control effect; nearly all actives have a fitted effect of over 20% in size
Target sequence (P02791 2-175 limits assumed): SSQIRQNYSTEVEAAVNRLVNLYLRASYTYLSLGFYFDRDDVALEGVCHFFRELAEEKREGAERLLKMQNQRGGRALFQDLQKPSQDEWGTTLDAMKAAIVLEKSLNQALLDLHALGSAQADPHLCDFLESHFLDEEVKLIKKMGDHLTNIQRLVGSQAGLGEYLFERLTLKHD
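10 uM apoferritin + 50% sat. 1-AMA, PBS; cpd 10 min RT; Ex380/Em535 endpoint; normalized to free probe vs complex; 4-param Hill fit; propofol titration as pos. ctrl.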
GRP78 ERSR act = induces the endoplasmic reticulum stress response in human glioma cells; U87-MG GRP78 promoter luciferase reporter, 16 h; AID 602332; 420,000 compounds, 0.02% hits; Potency, µM, for inactives: top-dose activation, most hits filed as activators; note: potency is the fitted concentration of half-maximal effect; series mostly up to about 76 µM; % of control where 0% means no effect; nearly all actives have a fitted effect of over 35% in size
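Stably transfected U87-MG human glioma cells carrying a GRP78-based luminescent sensor were seeded at 1000 cells/well, pin-dosed with compounds and incubated 16 h. Luciferase reagent was then added, and end-point luminescence was read after 10 min at room temperature.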
Pol kappa inh = inhibitors of human DNA polymerase kappa; 400,000 compounds, 0.53% hits; Potency, µM (top dose mostly 107 µM), for inactives: at the top dose activity, negative = inhibition, actives largely listed as inhibitors; purified Pol kappa, fluorescent DNA synthesis assay, 10 min; note: potency is the fitted concentration of half-maximal effect; % is set by controls: 0 for no effect and ±100 for the full control effect
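Fluorescent qHTS in 1536-well format: enzyme (10 nM) and compound sat 15 min at room temperature before 50 nM substrate (final) was added. Signal taken at 0 and 10 min; no-enzyme buffer wells were negative controls.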
BLM helicase inh = inhibitors of human Bloom syndrome helicase BLM. AID 2528. Potency, µM (highest dose often 56.1 µM), for the others: at the top dose activity change, negative = inhibition, usual class: inhibitors. P54132. 350,000 compounds, 0.2% hits. recombinant BLM DNA unwinding, fluorescence dequenching;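 note: potency is the fitted concentration of half-maximal effect; plate controls were vehicle for no effect and no enzyme for full effect; nearly all actives have a fitted effect of over 35% in size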
Pol iota inh = blocks human DNA polymerase iota activity; Q9UNA4; Pol iota fluorescent replication assay, 10 min; Potency, µM (series often up to 115 µM), without a hit: at the top dose activity, negative = inhibition, most hits filed as inhibitors; 390,000 compounds, 1% hits; note: potency is the fitted concentration of half-maximal effect
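Pol iota at 10 nM preincubated 15 min with compounds at room temperature; reaction started with fluorescent substrate, 50 nM final. Fluorescence read kinetically at 0 and 10 min; buffer-only wells as negative control.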
LDHA block = blocks human lactate dehydrogenase A; AID 1347041; 480,000 compounds, 0.15% hits; activity change, % (values are at about 110 or 230 µM); purified LDHA, NADH/diaphorase-resazurin fluorescence; stronger effect = lower value; in the data active = activity change below about -30%; inconclusive = mostly about -25% to -30%;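 note: plate controls were DMSO wells for no effect and wells without enzyme for full effect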
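Remaining NADH was detected by diaphorase (0.133 mg/mL) converting 37 µM resazurin to fluorescent resorufin, read at 0 and 20 minutes. The preceding 5-minute room-temperature reaction used 2 nM LDHA, 0.2 mM sodium pyruvate and 0.06 mM NADH at pH 7.4.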
POLB inh = blocks human DNA polymerase beta activity; 340,000 compounds, 1.3% hits; Pol beta primer extension/strand displacement, fluorescence kinetic; Potency, µM (series often up to 114 µM), inactives show top-dose activity change, negative = inhibition, usual class: inhibitors; P06746; AID 485314; note: potency is the fitted concentration of half-maximal effect; % is set by controls: 0 for no effect and ±100 for the full control effect
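Homogeneous kinetic assay of primer extension and strand displacement by 10 nM Pol beta, preincubated 15 min at room temperature with compound before 50 nM substrate (final) was added. Read at 0 and 10 min; four-parameter Hill fit.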
POLH inh = inhibitors of human DNA polymerase eta. recombinant Pol eta, fluorescent DNA replication assay. Potency, µM (doses to about 114 µM), without a hit: at the top dose activity change, negative = inhibition, most hits filed as inhibitors. 390,000 compounds, 1.2% hits. AID 588591; note: potency is the fitted concentration of half-maximal effect; % is set by controls: 0 for no effect and ±100 for the full control effect
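Fluorescent replication assay: 50 nM final substrate added after a 15 min room-temperature compound preincubation with 10 nM enzyme. Signal taken at 0 min and again at 10 min.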
* marks the source's active call; other numbers are inactive results; ? = inconclusive; · = no result given; & = joins results of further samples; [ ] = another dose, or the depositor's remark. Unless noted, calls come from the whole dose curve; as a rule, active = well fitted curve in the direction sought with a large enough effect; inconclusive = small, poorly fitted or top-dose-only effect, or another doubt; inactive = no such curve, though single readings can be large; an effect the other way counts as inactive or inconclusive.

(1) O=c1cc(C(F)(F)F)nc(-c2ccccc2OC(F)(F)F)[nH]1
(2) COc1ccccc1Nc1cc(C(=O)NCCCN2CCOCC2)c2ccccc2n1
(3) COc1ccc(OC)c(NC(=O)C(C)SCc2nc3sc(C)c(C)c3c(=O)[nH]2)c1 (stereo unspecified)
(4) COC(=O)NCC(C)OC(=O)Nc1ccc(Cl)cc1 (stereo unspecified)
(5) Cc1cc(S(=O)(=O)Nc2ccccc2C)ccc1F
(6) COc1ccc(CNC(=O)CCS(=O)(=O)c2ccc(Br)cc2)cc1
(7) FC(F)(F)c1nnc2c3ccccc3c(Cl)nn12
(8) COc1ccc(NC(=O)Cn2cnc3sc(C)c(S(=O)(=O)N4CCN(C)CC4)c3c2=O)cc1OC

Compound	1	2	3	4	5	6	7	8
APEX1 inh	3%	1%	0%	6%	0%	-17%	-2%	1%
Anesthetic bind	-8%	-7%	·	-7%	-17%	-5%	-3%	-3%&3%
GRP78 ERSR act	0%	-1%	-6%	5%	-4%	-3%	-5%	0%&-1%
Pol kappa inh	3%	-1%	0%	-3%	-18%	?	-14%	-7%&-21%
BLM helicase inh	-1%	7%	·	-10%	0%	-8%	2%	3%&-2%
Pol iota inh	-5%	23%	?	-5%	8%	?	-25%	96%&3%[activator]
LDHA block	-3	-1	0	-11	-6	-3	0	-5&-9
POLB inh	31%[activator]	1%	·	1%	-2%	-30%	12%	2%&22%
POLH inh	-9%	-20%	0%	5%	-16%	?	-3%	-6%&-7%

Compound profiles, as listed above:
Cc1cc(S(=O)(=O)Nc2ccccc2C)ccc1F as listed: APEX1 inh: 0%; Anesthetic bind: -17%; GRP78 ERSR act: -4%; Pol kappa inh: -18%; BLM helicase inh: 0%; Pol iota inh: 8%; LDHA block: -6; POLB inh: -2%; POLH inh: -16%
COc1ccc(OC)c(NC(=O)C(C)SCc2nc3sc(C)c(C)c3c(=O)[nH]2)c1 (stereo unspecified) as listed: APEX1 inh: 0%; Anesthetic bind: ·; GRP78 ERSR act: -6%; Pol kappa inh: 0%; BLM helicase inh: ·; Pol iota inh: ?; LDHA block: 0; POLB inh: ·; POLH inh: 0%

Further compounds follow.
(9) C=CCn1c(SC(C)C#N)nc2sc(CC)cc2c1=O (stereo unspecified)
(10) CCCOc1ccc(-c2cc(C(F)(F)F)c(C#N)c(SCC(=O)O)n2)cc1
(11) Cc1cccc(C)c1NC(=O)CN1CCN(CC(=O)NCC2(N3CCCCC3)CCCCC2)CC1
(12) O=C1CCNCCN1[C@H](CO)c1ccccc1
(13) C[C@H](c1ccccc1)n1nnc(COCc2ccccc2)c1C#CCOCc1ccccc1
(14) CC(C)C[C@H](NC(=O)c1nc[nH]c1C(=O)NCC(=O)OC(C)(C)C)C(=O)OCc1ccccc1
(15) Cc1ccc(CNC(=O)CCCCn2c(=O)c3ccccc3n(Cc3ccc(Cl)cc3)c2=O)cc1
(16) O=c1c2ccccc2oc2ccc(-c3ccc4[nH]ccc4c3)cc12

Compound	9	10	11	12	13	14	15	16
APEX1 inh	8%	-4%	21%	-21%	-6%	-4%	·	·
Anesthetic bind	-14%	0%	·	-8%	-4%	-18%	-13%	·
GRP78 ERSR act	-4%	-3%	-6%	-2%&-5%	-3%	?	-2%	-6%
Pol kappa inh	1%	7%	-4%	-1%&12%	13%	-14%	-46%	-13%
BLM helicase inh	-7%	4%	·	2%	-8%	-20%	0%	·
Pol iota inh	32%[activator]	38%[activator]	0%	9%&-18%	5%	10%	?	-16%
LDHA block	-1	-3	-9	5	1	4	-2	-10
POLB inh	3%	0%	·	10%	-5%	-25%	24%	·
POLH inh	-10%	-16%	-15%	6%	-10%	-19%	-23%	-15%

(17) CCN1CCC2(CC1)Oc1c(OC)cccc1C1CC(c3cccnc3)=NN12 (stereo unspecified)
(18) CCSC(N)=Nc1ccc(C(F)(F)F)cc1
(19) Cc1ccc(CNc2ccc(Cl)cc2[N+](=O)[O-])cc1
(20) COc1ccc(OC)c(C(C(=O)NCc2ccco2)N(C(=O)Cn2nnc3ccccc32)C2CC2)c1 (stereo unspecified)
(21) Cc1ccc(O)c(C(=O)c2cc(C#N)c(=O)n(C(C)c3ccccc3)c2)c1 (stereo unspecified)
(22) COc1ccc(S(=O)(=O)n2nc(C)c(S(=O)(=O)N3CCC(C)CC3)c2C)cc1OC
(23) COc1ccccc1C(=O)NC(=S)Nc1ccc(S(=O)(=O)N2CCN(C)CC2)cc1
(24) Oc1ccc(/C=N/Nc2cc(N3CCCC3)nc(N3CCCC3)n2)cc1

Compound	17	18	19	20	21	22	23	24
APEX1 inh	-4%	-6%	1%	9%	6%	·	19%	-8%
Anesthetic bind	-14%	·	?	-7%	-13%	4%	-6%	-20%
GRP78 ERSR act	3%	·	2%	-4%	-5%	-2%	-2%	-2%
Pol kappa inh	1%	-14%	-5%	-5%	-2%	-11%[60.1 µM]	-10%	-6%
BLM helicase inh	-4%	·	-3%	2%	-10%	4%	-7%	-8%
Pol iota inh	28%	3%[58.9 µM]	13%	17%	145%[activator]	-3%	-1%	3.5µM*
LDHA block	20	-1	-10	-18	-6	-7	-5	14
POLB inh	1%	15%[57.1 µM]	4%	7%	-7%	18%	?	32%
POLH inh	-1%	-5%[57.1 µM]	-17%	-16%	-7%	-13%	-11%	-6%

(25) Nn1c(=S)[nH]c2sc3c(c2c1=O)CCCC3
(26) S=c1nc(C2CCCCC2)[nH][nH]1
(27) COc1cc(NC(=O)CSc2nc3ccccc3cc2Cc2ccccc2)cc(OC)c1
(28) CCCCOC(=O)Sc1nc2ccccc2o1
(29) Oc1ccccc1/C=N/Nc1cccc2cccnc12
(30) COC(=O)[C@H](Cc1ccccc1)N(C)S(=O)(=O)c1cccc(S(=O)(=O)N(C)[C@@H](Cc2ccccc2)C(=O)OC)c1
(31) CC(=O)NCCc1nc2ccccc2n1CCOc1ccccc1
(32) CC(=O)Nc1ccc(Nc2nc3c(S(=O)(=O)c4cccc(Cl)c4)nnn3c3ccsc23)cc1

Compound	25	26	27	28	29	30	31	32
APEX1 inh	·	-3%	-4%	-1%	13%	2%	-5%	·
Anesthetic bind	·	1%	-8%	-16%	-22%	112%[activator]	-8%	-12%
GRP78 ERSR act	1%	0%	-2%	-2%	6%	-4%	-2%	-2%
Pol kappa inh	2%	-20%	0%	-3%	2%	-13%	5%	-1%
BLM helicase inh	·	2%	-6%	-2%	-1%	-4%	0%	-11%
Pol iota inh	25%	20%	8%	4%	21%	18%	28%	6%
LDHA block	2	3	-6	-12	11	-6	-9	-6
POLB inh	·	0%	5%	0%	10%	33%	4%	39%
POLH inh	-12%	-4%	-11%	-2%	-10%	-7%	7%	79µM*

(33) O=S1(=O)CC/C(=N/Nc2ccc(C(F)(F)F)cn2)c2cc(F)ccc21
(34) COc1ccc(C(=O)NCC2CCCCC2)cc1S(=O)(=O)N1CCCC1
(35) CNC(=S)NNC(=O)c1cccn(Cc2ccc(Cl)c(Cl)c2)c1=O
(36) CC(=O)Nc1ccc(NC(=O)C(C)OC(=O)c2ccccc2Sc2ccccc2C#N)cc1 (stereo unspecified)
(37) O=C(Cc1cccc(NC(=O)C2CCN(C(=O)C3CCCC3)CC2)c1)Nc1cccc(C(=O)N2CCOCC2)c1
(38) O=[N+]([O-])c1ccc(-c2c[nH]c(=S)[nH]2)cc1
(39) CC1CCN(S(=O)(=O)c2ccc3c(c2)CCN3C(=O)Nc2ccc(Br)cc2)CC1
(40) O=C(NC(NC(=O)c1ccccc1)C(=O)c1ccccc1)c1ccccc1

Compound	33	34	35	36	37	38	39	40
APEX1 inh	-5%	0%	17%	-1%	·	3%	·	4%
Anesthetic bind	-14%	·	-11%	-6%	·	-13%	-8%	-1%
GRP78 ERSR act	-5%	-4%	-3%	-2%	0%	-2%	·	-8%
Pol kappa inh	3%	-10%	-10%	-5%	1%	?	-6%	-5%
BLM helicase inh	-7%	·	-4%	-4%	·	-17%	-1%	-1%
Pol iota inh	73%[activator]	-3%	7%	107%[activator]	-10%	?	-5%	8%
LDHA block	-12	-2	-3	0	4	-3	-3	-10
POLB inh	2%	·	2%	-1%	·	?	19%	-6%
POLH inh	1%	-10%	-7%	-22%	-13%	40µM*	·	?

As entered above.
compound 35 | LDHA block = -3
compound 38 | APEX1 inh = 3%
compound 37 | Pol kappa inh = 1%
compound 33 | Pol kappa inh = 3%
compound 40 | Pol iota inh = 8%
compound 39 | Pol iota inh = -5%

Compounds listed so far with bromine, in the order listed:
(6) COc1ccc(CNC(=O)CCS(=O)(=O)c2ccc(Br)cc2)cc1
(39) CC1CCN(S(=O)(=O)c2ccc3c(c2)CCN3C(=O)Nc2ccc(Br)cc2)CC1

Compound	6	39
APEX1 inh	-17%	·
Anesthetic bind	-5%	-8%
GRP78 ERSR act	-3%	·
Pol kappa inh	?	-6%
BLM helicase inh	-8%	-1%
Pol iota inh	?	-5%
LDHA block	-3	-3
POLB inh	-30%	19%
POLH inh	?	·

Continuation:
(41) CCOC(=O)c1ccccc1NC(=O)c1cn(-c2ccc(OC)cc2)c(=O)c2ccccc12
(42) CC1(C)Cc2c(ccc3ccccc23)-c2nnc(-c3cccnc3)n21
(43) Cc1ccc(N(Cc2ccccc2)C(=O)c2ccc(F)c(S(=O)(=O)N3CCOCC3)c2)cc1
(44) C=CCNc1nc2ccccc2nc1NS(=O)(=O)c1ccc(Br)cc1

Compound	41	42	43	44
APEX1 inh	-3%	7%	10%	28%
Anesthetic bind	-5%	-10%	·	1%
GRP78 ERSR act	-6%	-3%	1%	0%
Pol kappa inh	-1%	3%	-6%	0%
BLM helicase inh	-5%	2%	·	-5%
Pol iota inh	17%	5%	-4%	-15%
LDHA block	-7	-1	-3	-10
POLB inh	2%	10%	·	1%
POLH inh	-23%	-10%	-5%	-7%

Bioassay records (PubChem)

A portion of the library. The share of hits here may be higher or lower than overall.
